Source: PubChem BioAssay
FXIIa inh 1536 = inhibitors of human coagulation factor XIIa; purified FXIIa, Boc-QGR-AMC fluorogenic substrate, 2 h; P00748; inhibition, % at 5 µM; AID 800; 220,000 compounds, 0.3% hits; in the data active = inhibition above about 40%;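 note: 0% = enzyme with no compound and 100% = blank without enzyme; many of its hits are not listed in these tables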
TNF necrop inh = blocks TNF-alpha induced death of Jurkat FADD-/- cells; Jurkat FADD-/- TNF necroptosis rescue, ATP luminescence, 24 h; 0 = TNF only, 100 = no-TNF cells; activation (protection from cell death), % at 10 µM; 220,000 compounds, 0.068% hits; AID 463075;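 active = activation, meaning protection from cell death, of at least 50% relative to plate controls; inactive = activation below 50%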;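 note: necroptosis triggered by 40 ng/mL TNF-alpha added together with compound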
Thrombin inh = blocks human thrombin protease activity; alpha-thrombin, Boc-VPR-AMC fluorogenic substrate cleavage; inhibition, % at 5 µM; 220,000 compounds, 0.26% hits;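 active = inhibition at or above 40%; inactive = inhibition below 40%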;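 note: 0% = enzyme with no compound and 100% = wells without enzyme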
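System – human alpha-thrombin · Medium – pH 7.5 Tris (50 mM) with NaCl 150 mM, Tween 20 0.05% · Compound – single-point dosing at 5 µM, 0.2% DMSO · Incubation – enzyme reaction carried out at room temperature · Technique – fluorescence of released AMC, ex 355 nm, em 460 nm · Read-out basis – % inhibition of thrombin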
Hck Nef HTS = blocks Nef-activated human Hck kinase. P08631. Recombinant Hck-YEEI plus Nef, Z-Lyte FRET kinase assay. inhibition, % at 20 µM. 220,000 compounds, 0.68% hits. AID 463187;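 active = Hck-Nef kinase inhibition above about 50%, limit read from the data; inactive = inhibition below that limit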;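 note: 0% = DMSO with Hck plus Nef and 100% = Hck alone without Nef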
Target sequence (P08631 whole entry, looked up): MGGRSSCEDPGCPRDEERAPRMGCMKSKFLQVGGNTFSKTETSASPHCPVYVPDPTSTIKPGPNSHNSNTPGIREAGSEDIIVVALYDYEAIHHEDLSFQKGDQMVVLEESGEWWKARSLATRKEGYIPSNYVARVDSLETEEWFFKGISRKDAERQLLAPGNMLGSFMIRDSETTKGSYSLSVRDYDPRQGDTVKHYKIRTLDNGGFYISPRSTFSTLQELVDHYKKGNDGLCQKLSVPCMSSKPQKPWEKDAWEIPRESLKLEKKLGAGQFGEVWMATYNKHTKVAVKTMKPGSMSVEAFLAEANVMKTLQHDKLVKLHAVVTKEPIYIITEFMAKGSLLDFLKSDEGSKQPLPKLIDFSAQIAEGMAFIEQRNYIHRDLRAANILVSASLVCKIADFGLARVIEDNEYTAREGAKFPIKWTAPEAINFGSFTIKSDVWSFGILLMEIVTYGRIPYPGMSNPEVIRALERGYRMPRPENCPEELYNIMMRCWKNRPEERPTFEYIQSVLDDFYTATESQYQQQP
hK5 inh = blocks human kallikrein 5 protease activity; recombinant hK5, fluorogenic AMC substrate cleavage; inhibition, % at 5 µM; 210,000 compounds, 0.59% hits; AID 873;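 active = inhibition of 40% or more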;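 note: 0% = enzyme controls without compound and 100% = no-enzyme blanks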
Target sequence (Q9Y337 67-293 limits assumed): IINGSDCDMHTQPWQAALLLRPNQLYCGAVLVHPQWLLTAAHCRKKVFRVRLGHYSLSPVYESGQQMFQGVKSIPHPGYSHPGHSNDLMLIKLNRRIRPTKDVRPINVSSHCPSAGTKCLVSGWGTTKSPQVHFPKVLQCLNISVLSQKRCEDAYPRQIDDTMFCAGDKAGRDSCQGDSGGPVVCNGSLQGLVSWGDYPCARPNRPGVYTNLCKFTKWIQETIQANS
L929 necroptosis = L929 zVAD cell death inhibition; L929 zVAD necroptosis rescue, ATP luminescence, 24 h; with zVAD 60 µM; viability rescue, % at 10 µM; 220,000 compounds, 0.38% hits; AID 1377;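 active = activation, scaled between plate controls, above about 75%, limit read from the data; inactive = activation under that limit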;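 note: 0% = zVAD with DMSO and 100% = DMSO alone without zVAD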
Rad51 HR inh = Rad51 (human) homologous recombination inhibition. Q06609. hRad51 DNA strand exchange, fluorescence dequenching. inhibition, % at 10 µM. 200,000 compounds, 0.085% hits. AID 1385;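 active = inhibition above 40% at the single screening dose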;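 note: 0% = DMSO control wells and 100% = blanks with heterologous ssDNA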
Target sequence (Q06609 whole entry, looked up): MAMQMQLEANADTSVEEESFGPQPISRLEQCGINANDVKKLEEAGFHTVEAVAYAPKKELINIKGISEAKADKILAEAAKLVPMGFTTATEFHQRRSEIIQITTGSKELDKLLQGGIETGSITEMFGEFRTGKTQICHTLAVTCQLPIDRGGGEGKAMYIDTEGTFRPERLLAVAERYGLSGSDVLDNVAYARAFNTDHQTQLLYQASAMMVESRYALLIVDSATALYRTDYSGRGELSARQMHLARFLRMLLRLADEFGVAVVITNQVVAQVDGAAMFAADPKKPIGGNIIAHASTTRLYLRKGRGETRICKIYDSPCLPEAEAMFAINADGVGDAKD
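Material: hRad51 filaments on single-stranded DNA; Reagent: Donor/quencher-labelled 47-bp dsDNA substrate; Compound: 10 µM final, single point; Schedule: 37 °C 15-min filament assembly, 30-min compound preincubation, 15-min exchange; Technique: FRET fluorescence, excitation 485 nm, emission 520 nm; Benchmarks: control wells and blank wells on each plate.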
FXIa inh = blocks human coagulation factor XIa protease activity. P03951. purified FXIa, Boc-Glu-Ala-Arg-AMC fluorogenic substrate. inhibition, % at 5 µM. 220,000 compounds, 0.14% hits. AID 798;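 active = inhibition of at least 40%; inactive = inhibition below 40%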;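 note: fluorescence of freed AMC excited at 355 nm; 0% = enzyme without compound and 100% = no enzyme blank; many of its hits are not listed in these tables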
KCC2 mod = modulates chloride dependent transport by human KCC2 | Q9H2X9 | KCC2 cells, thallium flux FluoZin-2 fluorescence | B-score of Tl+ flux slope (higher = more flux/activation; lower = inhibition) at 10 µM | 190,000 compounds, 2.2% hits | AID 1456;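 active = thallium flux slope and its plate-corrected score both differing from the plate sample mean at a set confidence after two filtering rounds, in either direction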;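 note: slope of fluorescence scaled to starting intensity during 10 to 20 s after thallium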
* = called active by the depositor; x = no result given.

SMILES	FXIIa inh 1536	TNF necrop inh	Thrombin inh	Hck Nef HTS	hK5 inh	L929 necroptosis	Rad51 HR inh	FXIa inh	KCC2 mod
Cc1ccc(C(=O)NCCNS(=O)(=O)c2ccccc2)cc1	15	0.8	8	7	-5	2.7	5	1	x
CCCCNC(=O)c1onc(CSc2cccc(F)c2)c1C(=O)O	5	-0.4	-4	4	-23	0.1	-1	-1	-0.63
CCOC(=O)C1CCCN(C(=O)c2cc3c(-c4cccc(OC)c4)nn(C)c3s2)C1 (stereo unspecified)	13	-2.0	3	0	-5	0.8	3	-9	-1.2
Cc1noc(C)c1CSCC(=O)N1CCN(c2ccc(F)cc2)CC1	7	-4.1	-12	2	-9	-0.1	1	-8	x
CC(C)OCCCNC(=O)c1cccc(NC(=O)c2ccccc2)c1	19	2.4	1	2	-13	1.2	6	7	0.38
CC(NS(=O)(=O)c1ccc2c(c1)OCCO2)c1ccccc1 (stereo unspecified)	0	1.3	x	15	-3	0.0	8	-1	-0.59
Cc1cc(C)n(CCc2nc(-c3ccc(C(C)(C)C)cc3)cs2)n1	6	1.7	-4	0	-2	1.1	-1	2	-0.44
O=C(Cc1ccc(Cl)cc1)N/N=C/c1ccncc1	5	-1.0	-6	23	15	8.5	-5	6	x
CCc1ccc2nc3c(c(C(=O)O)c2c1)CCC3	1	0.9	-9	2	-2	3.3	-1	-9	x
CN1C(=O)NC(c2ccc(O)cc2)C(C(=O)c2cccs2)C1(O)C(F)(F)F (stereo unspecified)	0	1.9	-5	2	-11	-0.2	2	-16	2.5
CC(=O)c1cccc(NC(=O)N2C3CCC2CC(NC(=O)Nc2ccccc2)C3)c1 (stereo unspecified)	10	0.3	-3	25	5	14	-6	1	1.3
CN(C)S(=O)(=O)c1ccc(-c2csc(-c3cccnc3)n2)cc1	0	16	-5	3	x	74	x	-4	0.064
CC(C)(C)c1ccc(Cn2nc(CC(=O)O)c3ccccc3c2=O)cc1	6	0.9	0	10	-1	1.3	-10	0	-2.2
CCCNC(=O)CS(=O)(=O)Cc1nc(-c2cccc(OC)c2)oc1C	14	-1.4	-3	19	-11	1.1	-1	-2	-0.75
COC(=O)c1ccc(NC(=S)N2CCN(Cc3ccccc3OC)CC2)cc1	2	1.2	-10	21	-4	17	0	-6	-2.1
CCOC(=O)C1C(=O)CC(C)(O)C(C(=O)OCC)C1c1cc(Br)ccc1OC (stereo unspecified)	13	-1.8	15	5	32	0.0	-4	15	-0.063
Cc1ccc(Cn2c(=N)n(CC(O)COc3ccccc3)c3ccccc32)cc1 (stereo unspecified)	9	-4.1	-3	-2	-2	-0.8	-6	-16	0.18
NNC(=S)Nc1ccc(C(F)(F)F)cc1Cl	1	3.3	-4	5	-8	1.5	8	-10	16*
Cc1cc(NC(=O)CN2CC(C)OC(C)C2)n(-c2nc3ccccc3s2)n1 (stereo unspecified)	21	-2.3	0	1	3	-0.4	-1	11	-0.23
COc1ccc(-c2nn(CC(=O)N3CCCCC3)c(=O)c3ccccc23)cc1	13	-2.2	4	0	-15	-0.4	x	1	0.67
O=C(Nc1cc(S(=O)(=O)N2CCCCC2)ccc1N1CCCCC1)c1ccncc1	12	5.4	3	18	10	-0.8	14	3	0.04
CC(=O)Nc1ccccc1-c1nc2ccc(C(=O)N3CCN(c4cc(C)ccc4C)CC3)cc2[nH]c1=O	-2	-5.5	-6	3	-2	-0.1	-11	-9	x
COc1ccc(-c2nnn(CC(=O)N(Cc3cccs3)C(C)C(=O)NC3CCCC3)n2)cc1OC (stereo unspecified)	-9	1.2	-5	0	-2	-0.7	-3	-11	x
COC(=O)c1ccc(CO/N=C(\NC(C)=O)c2nonc2NC(C)=O)cc1	10	1.6	-9	1	-7	1.1	8	0	0.49
Cc1csc(NC(=O)c2ccc(OCC3CCCO3)cc2)n1 (stereo unspecified)	1	-1.1	2	13	-26	1.7	3	12	-0.029
Further structures.
SMILES	FXIIa inh 1536	TNF necrop inh	Thrombin inh	Hck Nef HTS	hK5 inh	L929 necroptosis	Rad51 HR inh	FXIa inh	KCC2 mod
CN(CC(=O)Nc1ccc(F)cc1)C(=O)COc1ncnc2ccccc12	4	1.7	0	3	11	0.7	7	-12	0.29
Cc1ccc(C)c(N(CC(=O)Nc2ccc(-c3nc4ccc(C)cc4s3)cc2)S(C)(=O)=O)c1	2	1.7	-2	1	-7	1.1	x	-1	0.58
COc1ccccc1C1=Nn2c(nnc2C2CCCCC2)SC1	7	3.0	-3	2	-1	1.4	-1	3	x
CCCn1c(C)cc(/C=C(\C#N)C(=O)OCC(=O)NC(=O)NCC)c1C	9	-1.2	-1	6	-8	-0.3	3	0	0.1
Cc1cc(NS(=O)(=O)c2ccc(NC(=O)c3cc(-c4ccccc4Cl)nc4ccccc34)cc2)no1	15	1.8	-6	3	-24	0.8	1	5	0
COc1ccc(OC)c(NC(=O)C(C)Oc2ccc(Br)cc2)c1 (stereo unspecified)	-7	0.5	0	-7	-20	0.8	14	-3	-0.24
Cc1ccc(NC(=O)CN(C)C(=O)/C=C/c2cccc(F)c2)cc1	9	1.1	-1	18	4	1.5	-2	1	x
O=C(c1cnc2n(c1=O)CCS2)N(C1CCCCC1)C1CCCCC1	1	1.0	-4	10	23	0.2	-2	-11	-0.025
COc1ccc2[nH]c(C(=O)NCCc3ccccc3)cc2c1	11	-0.3	2	9	3	-0.3	-1	-2	-1.1
COc1cc(N2C(=O)C=CC2=O)c(OC)cc1Cl	5	-31	0	-157	-11	-0.7	5	-10	-1.5
COc1c(OC(C)=O)ccc(/C=C/c2ccc3ccccc3n2)c1[N+](=O)[O-]	11	-12	5	10	-5	11	3	-2	x
Cc1nc(SCC(=O)NCc2ccco2)[nH]c(=O)c1C	16	-0.6	2	1	-5	0.5	5	0	0.058
CCS(=O)(=O)N1CCCC(C(=O)NC2CCCCC2C)C1 (stereo unspecified)	24	0.2	21	-1	21	0.5	-4	1	x
COc1ccc(CN(CC2CCC(C(=O)O)CC2)C(=S)Nc2cccc(C)c2)cc1 (stereo unspecified)	8	-1.0	0	21	5	-0.2	20	-4	-0.071
CC(=O)c1cccc(NC(=O)NCCS(C)=O)c1 (stereo unspecified)	7	-1.2	-5	-1	-2	0.1	-7	5	0.42
COc1ccccc1Nc1nc(Cl)nc(NC(C)(C)C)n1	3	-1.4	-9	-4	-2	2.6	-2	-3	-0.58
O=C(Cn1nnc(-c2ccccc2)n1)N1CCN(c2ccc(F)cc2)CC1	-7	0.5	-12	12	-2	2.9	1	-3	0.65
COc1ccc(CCNc2cc(C)nc3c(-c4ccc(Cl)cc4)c(C)nn23)cc1OC	-8	3.0	-9	2	-17	2.2	14	-13	-1
CCOC(=O)c1c(C)c(C(=O)NCCN2CCOCC2)c(C)n1CC	10	1.1	3	0	1	1.4	4	19	x
Cc1ccccc1S(=O)(=O)Cc1ccc(C(=O)NCCCOC(C)C)o1	13	-1.4	-11	2	-11	-0.1	-1	0	1.6
COc1ccc(Nc2cc(=O)n(C3CCCCC3)c(=O)[nH]2)c(OC)c1	4	0.1	4	8	6	4.5	5	5	x
CCOC(=O)c1c(C)n(-c2ccc(C)cc2)c2c(C(C(C)=O)C(=O)O)c(Br)c(O)c(O)c12 (stereo unspecified)	19	-2.3	8	5	-5	-0.5	-3	5	-0.0037
CCCCC(CC)CNC(=O)c1[nH]c(C)c(C(C)=O)c1C (stereo unspecified)	10	-1.1	-5	2	-9	2.3	-7	4	-2.6
Cc1ccc(S(=O)(=O)n2nc(OC(=O)c3c(-c4ccccc4Cl)noc3C)cc2N)cc1	37	-1.9	-1	1	5	0.0	0	9	x
COc1ccc2[nH]c(C)c(CCNC(=S)Nc3ccccc3OC)c2c1	3	-17	-10	14	-8	-0.5	2	-4	0.041
(continued)
SMILES	FXIIa inh 1536	TNF necrop inh	Thrombin inh	Hck Nef HTS	hK5 inh	L929 necroptosis	Rad51 HR inh	FXIa inh	KCC2 mod
COC(=O)/C=C1/C(=O)N/C(=N\c2nc(C)cc(C)n2)N1c1ccc(OC)cc1	15	-0.5	-13	1	3	-0.5	6	6	0.75
Cc1nn(-c2ccccc2)c(N)c1C(c1ccccc1)c1c(C)nn(-c2ccccc2)c1N	13	2.0	-10	1	-6	0.4	-1	5	0.16
Cc1ccc(NC(=O)CSc2nnc(C)n2-c2ccccc2)cc1	5	-0.7	-5	9	-12	-0.6	8	-3	-0.13
COc1ccc(NC(=O)c2c[nH]c(=O)n(-c3ccc(C)c(C)c3)c2=O)cc1OC	5	0.6	-2	10	-4	1.1	x	-5	-0.77
C[C@@H](O)[C@@H]1NC(=O)c2cc([N+](=O)[O-])cc(I)c2NCC[C@@H](C(N)=O)NC(=O)CNC1=O	3	1.3	-4	0	-16	1.7	-10	-6	-0.071
Cc1onc(-c2ccccc2Cl)c1C(=O)NC(=S)Nc1ccc(C(C)(C)C)cc1	5	3.6	-3	7	1	-0.5	15	1	6.9*
CCOC(=O)NC(=O)CSc1nc(C)cc(C(F)(F)F)c1C#N	9	-3.6	-4	-1	0	0.1	-22	0	0.096
COc1ccccc1CNC(=O)CN(c1cccc([N+](=O)[O-])c1)S(C)(=O)=O	-6	-0.5	0	-1	-24	0.3	-6	-6	0.22
S=C(c1c[nH]c2ccccc12)N1CCCC1	7	-1.4	-6	18	2	3.5	2	0	0.57
COc1ccccc1C(=O)N(CN1CCCC1=O)c1cccc(Cl)c1	5	-0.1	3	0	-11	-0.5	0	4	0.44
Cc1nc(N2CCCCC2)c(C#N)c(C)c1[N+](=O)[O-]	8	0.2	2	20	3	-0.8	7	-1	0.46
Cc1cc(=O)n2[nH]c(C)c(-c3ccc(Cl)cc3)c2n1	-2	1.2	-3	-18	-12	-0.4	7	4	0.25
CC1(C)CC2(CC(C)(C)N1)OC(=O)N1CCc3ccccc3C12C (stereo unspecified)	21	1.9	-4	-1	-7	0.6	3	2	-0.23
Cc1cccn2cc(CCNC(=O)Cc3cccs3)nc12	9	0.9	-4	12	1	0.6	x	16	-0.93
CN1CCCC(OC(=O)c2cc(Cl)cc(Cl)c2)C1 (stereo unspecified)	7	1.2	-3	16	-1	-1.0	3	3	-0.32
CC(C)Cc1[nH]c(=O)c(C#N)c2c1COC(C)(C)C2	12	-0.6	-8	0	9	1.2	1	3	x
CCOC(=O)c1ccc(CNC(=O)Cn2nnc(-c3ccccc3F)n2)o1	4	0.8	-7	0	x	-0.1	x	-4	0.038
O=C1c2ccccc2NC(c2ccc(-c3cccc([N+](=O)[O-])c3)o2)N1O (stereo unspecified)	9	-1.3	-7	14	-8	1.1	x	2	3.4

Molecules listed so far containing a CF3 group, in the order listed:
SMILES	FXIIa inh 1536	TNF necrop inh	Thrombin inh	Hck Nef HTS	hK5 inh	L929 necroptosis	Rad51 HR inh	FXIa inh	KCC2 mod
CN1C(=O)NC(c2ccc(O)cc2)C(C(=O)c2cccs2)C1(O)C(F)(F)F (stereo unspecified)	0	1.9	-5	2	-11	-0.2	2	-16	2.5
NNC(=S)Nc1ccc(C(F)(F)F)cc1Cl	1	3.3	-4	5	-8	1.5	8	-10	16*
CCOC(=O)NC(=O)CSc1nc(C)cc(C(F)(F)F)c1C#N	9	-3.6	-4	-1	0	0.1	-22	0	0.096

Some of the compounds tested; count on the stated rates, not on these rows.
